Compound activity deposited in PubChem BioAssay by National Center for Advancing Translational Sciences (NCATS).
Epigenetic derep – Quantitative High-Throughput Screen for Regulators of Epigenetic Control; murine LDR cells, GFP reporter derepression, 30 h; 280,000 tested, 0.2% active; AID 1865, 2009; Potency, µM (top dose mostly 53.9 µM), for the others: at the highest dose GFP activation, usual class: activators; also: % of control where 0% means no effect; nearly all actives have a fitted effect of over 60% in size
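Murine LDR cells carrying a silenced, genomically integrated CMV-driven GFP reporter were exposed to compound for 30 hours at 37 C. After PBS washes, GFP-positive cells (20–120 um objects) were counted by laser-scanning microplate cytometry.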
aGlu spleen mod – qHTS Assay for Inhibitors and Activators of Human alpha-Glucosidase From Spleen Homogenate | Lysosomal alpha-glucosidase (Homo sapiens), P10253 | Potency, µM (doses to about 79.9 µM), inactives show at the top dose activity change, negative = inhibition, hits mostly inhibitors | 240,000 tested, 0.006% active | AID 2112, 2009 | human spleen homogenate, 4-MU-alpha-glucoside fluorescence;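 also: 0% = enzyme with vehicle and -100% = no enzyme basal signal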
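Enzyme source: human spleen homogenate, 1 ug/well. Buffer 50 mM citric acid/K phosphate pH 5.0, 0.01% Tween-20. 4-MU-alpha-glucoside 1 mM; 37 C x 40 min; NaOH/glycine stop; fluorescence.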
NPSR antag – qHTS Assay for Antagonists of the Neuropeptide S Receptor: cAMP Signal Transduction; Q6W5P4; CHO-NPSR cells, cAMP TR-FRET, antagonist mode; Potency, µM (doses to about 38.3 µM), for inactives: at the top dose activity change, negative = inhibition, actives largely listed as inhibitors; 220,000 tested, 1% active; also: % is scaled to controls: 0 for no effect and ±100 for the full control effect; nearly all actives have a fitted effect of over 50% in size; many of its hits are not listed in these tables
Target sequence (Q6W5P4 whole entry, looked up): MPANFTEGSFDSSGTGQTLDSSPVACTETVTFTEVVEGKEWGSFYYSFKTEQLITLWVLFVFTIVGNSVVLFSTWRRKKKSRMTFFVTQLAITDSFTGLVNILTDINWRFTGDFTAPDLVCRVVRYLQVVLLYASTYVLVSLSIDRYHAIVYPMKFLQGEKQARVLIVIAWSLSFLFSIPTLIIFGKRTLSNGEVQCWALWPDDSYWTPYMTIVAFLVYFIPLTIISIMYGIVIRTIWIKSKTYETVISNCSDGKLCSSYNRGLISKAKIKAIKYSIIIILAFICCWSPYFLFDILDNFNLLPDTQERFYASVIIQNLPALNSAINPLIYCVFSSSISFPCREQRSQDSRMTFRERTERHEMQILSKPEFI
GAA glycogen mod – qHTS Assay for Inhibitors and Activators of Human alpha-Glucosidase Cleavage of Glycogen; Potency, µM (titrated, usually from 76.4 µM), inactives show top-dose activity change, negative = inhibition, usual class: inhibitors; Lysosomal alpha-glucosidase (Homo sapiens), P10253; 300,000 tested, 0.38% active; recombinant GAA, glycogen substrate, Amplex Red glucose oxidase fluorescence; AID 2100, 2009;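 also: 0% = full enzyme reaction and -100% = no-enzyme basal signal; the screen sought inhibitors and activators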
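Recombinant enzyme (4 nM final) with compounds titrated up to 77 uM and bovine liver glycogen (30 ug) in citrate pH 5.0, 0.01% Tween-20, 37 C 40 min. Released glucose detected by Amplex Red/glucose oxidase (Ex 573/Em 610); AC50 from Hill fits.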
aGal spleen mod – qHTS Assay for Inhibitors and Activators of Human alpha-Galactosidase From Spleen Homogenate | Potency, µM (doses to about 80 µM), for inactives: at the highest dose activity change, negative = inhibition, actives largely listed as inhibitors | human spleen homogenate, 4MU-alpha-Gal fluorescence, 40 min | Alpha-galactosidase A (Homo sapiens), P06280 | 240,000 tested, 0.008% active;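 also: 0% = enzyme with vehicle and -100% = no enzyme basal signal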
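Spleen homogenate 1 ug + cpd (titration) + 4-MU-alpha-D-galactopyranoside 1 mM; 37C 40 min; 50 mM citrate/phosphate pH 5.0, 0.01% Tween-20; stop pH 10; fluorescence 365/440; AC50 via Hill.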
GAA inhib – qHTS Assay for Inhibitors of Human alpha-Glucosidase as a Potential Chaperone Treatment of Pompe Disease; Potency, µM (titrated, usually from 76.9 µM), without a hit: at the highest dose activity change, negative = inhibition, actives largely listed as inhibitors; AID 1466, 2008; purified human GAA, 4-MU-alpha-glucoside fluorescence; 200,000 tested, 0.005% active; Lysosomal alpha-glucosidase (Homo sapiens), P10253;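 also: plate controls were uninhibited enzyme wells for no effect and no-enzyme background for full effect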
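Human alpha-glucosidase, 4 nM, pre-mixed with test compounds before 400 uM 4-methylumbelliferyl substrate; 20 min room temperature at pH 5.0. Fluorescence read after pH 10 stop; AC50 values from Hill-equation fits.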
Tau fluor cs – Counterscreen qHTS for Inhibitors of Tau Fibril Formation, Fluorescence Polarization; tau K18 P301L Alexa594 fluorescence, heparin fibrillization; Potency, µM (top dose mostly 57.7 µM), for inactives: top-dose activity change, negative = decrease; 280,000 tested, 0.93% active; also: % is scaled to controls: 0 for no effect and ±100 for the full control effect; nearly all actives have a fitted effect of over 55% in size
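Human tau K18 P301L (15 uM unlabeled, 0.24 uM Alexa 594-labeled) in 100 mM sodium acetate pH 7 with 20 uM heparin, 6 hr at 37 C. ThT 30 uM added, 1 hr ambient; Alexa 594 FP and total fluorescence read at 555/632 nm.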
ALDH1A1 inh – qHTS Assay for Inhibitors of Aldehyde Dehydrogenase 1 (ALDH1A1); 220,000 tested, 7.3% active; Potency, µM (titrated, usually from 75.3 µM), without a hit: at the highest dose activity, negative = inhibition, most hits filed as inhibitors; AID 1030, 2008; Purified ALDH1A1, NADH fluorescence, propionaldehyde substrate; active = well fitted inhibition curve with a large enough effect, not every such curve was filed as active; inconclusive = small, poorly fitted or top-dose-only effect, or another doubt; inactive = no such curve, though single readings can be large or run the other way;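 also: plate controls were no enzyme wells and a reference inhibitor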
Target sequence (P00352 whole entry, looked up): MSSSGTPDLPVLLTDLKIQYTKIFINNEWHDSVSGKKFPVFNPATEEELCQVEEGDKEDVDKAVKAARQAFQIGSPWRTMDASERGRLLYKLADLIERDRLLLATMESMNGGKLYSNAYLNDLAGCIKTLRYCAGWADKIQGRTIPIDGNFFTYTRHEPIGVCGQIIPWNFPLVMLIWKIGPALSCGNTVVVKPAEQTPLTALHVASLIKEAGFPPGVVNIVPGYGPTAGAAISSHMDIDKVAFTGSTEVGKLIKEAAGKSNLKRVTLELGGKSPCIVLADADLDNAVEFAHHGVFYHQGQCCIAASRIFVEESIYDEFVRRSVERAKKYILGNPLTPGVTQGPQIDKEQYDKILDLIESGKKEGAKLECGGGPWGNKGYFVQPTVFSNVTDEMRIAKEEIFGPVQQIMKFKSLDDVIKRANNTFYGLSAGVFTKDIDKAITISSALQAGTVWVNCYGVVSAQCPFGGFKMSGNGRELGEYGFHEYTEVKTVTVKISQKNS
Starred values were filed as active, the others as inactive; ? = inconclusive; . = no result given; & = joins results of further samples; [ ] = another dose, or the depositor's remark. Unless noted, calls follow the shape of the dose curve; as a rule, active = well fitted curve in the direction sought with a large enough effect; inconclusive = small, poorly fitted or top-dose-only effect, or another doubt; inactive = no such curve, though single readings can be large; an effect the other way counts as inactive or inconclusive. Potency is read from the fitted curve at half-maximal effect. Not all compounds are listed; count on the stated rates, not on these rows.

smiles | Epigenetic derep | aGlu spleen mod | NPSR antag | GAA glycogen mod | aGal spleen mod | GAA inhib | Tau fluor cs | ALDH1A1 inh
O=C(Oc1cccc2cccnc12)c1ccc(Br)o1 | -1.0% | 2% | 3%[46.1 µM] | 3% | 5% | 3% | 3% | 14%
COc1ccc(-c2cc(C(=O)NCCc3ccc(S(N)(=O)=O)cc3)c3ccccc3n2)cc1 | ? | -3% | -15% | -3% | 3% | 14% | -15% | ?
CCOC(=O)OCC1OC(c2ccc(C(C)=O)cc2)C=CC1Oc1ccc(-c2ccccc2)cc1 (stereo unspecified) | 0.8%[10.1 µM] | -2%[17.4 µM] | . | . | -8%[17.5 µM] | . | -19%[11.6 µM] | 21%[13.5 µM]
CC1Cc2ccccc2N1C(=O)COC(=O)c1ccc(O)cc1 (stereo unspecified) | -1.8% | -1% | -52% | 3% | -3% | . | -4% | .
Cc1ccc(NC(=O)C(C)Sc2nc(=O)cc(N)n2-c2ccccc2)cc1 (stereo unspecified) | 1.6%&-1.9% | -7% | -8%[46.1 µM] | 16%[76.3 µM] | -4% | -8% | -19%&-19% | 11µM*
O=C(CSc1ccccn1)c1ccc(F)cc1 | -2.5% | 8% | -6%[46.1 µM] | 0% | 6% | -3% | -2% | ?
CCOc1cc(/C=N\NC(=O)Cn2nc([N+](=O)[O-])cc2C)ccc1OCc1cccc2ccccc12 | -0.2% | -1% | -8%[46.1 µM] | 5% | 3% | 2% | ? | 16%
O=C(CSc1cc(Cl)ccc1Cl)NCC1CCCO1 (stereo unspecified) | -5.7% | -15% | -6%[46.1 µM] | 1% | 17% | 2% | -6% | 5%
Cc1ccc(S(=O)(=O)N(C)C)cc1NC(=O)CCNC(=O)c1ccccc1Cl | -1.1% | -6% | 15% | 0% | -4% | -22% | -6% | -8%
CC1(C)CC2CC(C)(CN2C(=O)COC(=O)c2n[nH]c(=O)c3ccccc23)C1 (stereo unspecified) | -1.2% | 9% | -10%[46.1 µM] | 16% | -1% | -1% | 2% | ?
CN(C)Cc1ccccc1-c1nccc(NC2CC2)n1 | 1.1% | 0% | . | . | -2% | . | -2% | 9%
CC(C)OC(=O)c1c(F)c(F)c(N2CCOCC2)c(F)c1F | -0.5% | -13% | -7%[46.1 µM] | 1% | 5% | -19% | -2% | -11%
CCN1CCN(c2cc(C)c3cc(NC(=O)c4cc(OC)cc(OC)c4)ccc3n2)CC1 | 1.0%&8.3% | -3% | -19% | -16% | 7% | . | 16µM*[quencher] | .
Cc1nnn(C23CC4CC(CC(CC(=O)Nc5ccc(C)c(C)c5)(C4)C2)C3)n1 | -0.1% | -1% | -8% | -5% | -2% | 6% | -11% | 10%
COc1ccc(C2NC(Cc3ccccc3)(C(=O)O)C3C(=O)N(c4ccccc4OC)C(=O)C23)cc1 (stereo unspecified) | 2.8% | -1% | 16% | -5% | 3% | -12% | -1% | ?

By substructure, those above with a Cl atom
smiles | Epigenetic derep | aGlu spleen mod | NPSR antag | GAA glycogen mod | aGal spleen mod | GAA inhib | Tau fluor cs | ALDH1A1 inh
O=C(CSc1cc(Cl)ccc1Cl)NCC1CCCO1 (stereo unspecified) | -5.7% | -15% | -6%[46.1 µM] | 1% | 17% | 2% | -6% | 5%
Cc1ccc(S(=O)(=O)N(C)C)cc1NC(=O)CCNC(=O)c1ccccc1Cl | -1.1% | -6% | 15% | 0% | -4% | -22% | -6% | -8%

The list continues:
smiles | Epigenetic derep | aGlu spleen mod | NPSR antag | GAA glycogen mod | aGal spleen mod | GAA inhib | Tau fluor cs | ALDH1A1 inh
Cc1ccc(S(=O)(=O)N2CC=C(c3c(C)n(C)c4ccccc34)CC2)cc1 | 0.0% | -5% | -19% | -5% | -1% | -4% | ? | ?
Cc1ccc2nc(-c3ccc(N)cc3)sc2c1 | 0.0% | ? | 33% | 2% | ? | . | ? | .
CCc1cc2c(=O)c(-c3nc4ccccc4[nH]3)coc2c(CN2CCCCC2)c1O | 2.7% | -2% | -8% | 3% | 12% | . | -8% | .
CC(=O)c1cccc(N=c2scc(-c3ccc(S(=O)(=O)N4CCOCC4)cc3)n2CCO)c1 | ? | -4% | -7% | 4% | -7% | -8% | -15% | 25µM*
COc1ccc(-c2csc(/C(C#N)=C\c3ccc(OC)c([N+](=O)[O-])c3)n2)cc1 | 4.3% | -3% | -1% | 1% | -1% | ? | -27% | -6%
Cc1ccc2c(CC(=O)NCC(C)(C)N3CCOCC3)coc2c1 | 0.0% | 5% | 6% | -2% | 4% | 0% | -12% | 9%
Cc1nn(-c2cccc(Cl)c2)c2c1C(c1ccncc1)C(C#N)=C(N)O2 (stereo unspecified) | -1.1% | -2% | ? | ? | 10% | -5% | ? | 10µM*
CC(C)(C)C1=Nn2c(nnc2C2CCCCC2)SC1 | -3.2% | -7% | -14%[46.1 µM] | -2% | -3% | -2% | -7% | ?
CCOC(=O)c1cnc(/N=C/N(C)C)s1 | 0.9% | -2% | 7% | 12% | -3% | -4% | -6% | 0%
Cc1ccccc1NC(=S)N=Nc1c(O)n(C)c2ccc(S(=O)(=O)N3CCOCC3)cc12 | 0.0% | 4% | -45% | -5% | 7% | 2% | 6% | 10%
O=C(NCCc1nc2ccccc2[nH]1)/C(=C/c1ccc2c(c1)OCO2)NC(=O)c1ccccc1Cl | 2.0% | 4% | 16% | -5% | 7% | 5% | 14% | -6%
Cn1cccc1/C=N/NC(=O)CSc1nc2ccccc2[nH]1 | 1.9% | -6% | 4% | -4% | -6% | 5%[15.4 µM] | -16% | 2%
COc1ccccc1NCCC#N | 7.1% | -1% | -8%[46.1 µM] | 4% | -13% | 4% | -12% | -6%
Cc1ccc(CS(=O)(=O)Cc2ccc(C(=O)NCc3ccco3)o2)cc1 | -0.3% | 7% | 5%[46.1 µM] | -3% | 8% | 5% | 6% | 5%
Cc1ccc(S(=O)(=O)NCCN=C(CN2CCCC2)NS(=O)(=O)c2ccc(C)cc2)cc1 | 0.0% | -3% | -18%[46.1 µM] | -3% | -3% | -6% | -15% | 4.5µM*

Brought forward from above: 5 entries, followed by the next part.
smiles | Epigenetic derep | aGlu spleen mod | NPSR antag | GAA glycogen mod | aGal spleen mod | GAA inhib | Tau fluor cs | ALDH1A1 inh
O=C(NCCc1nc2ccccc2[nH]1)/C(=C/c1ccc2c(c1)OCO2)NC(=O)c1ccccc1Cl | 2.0% | 4% | 16% | -5% | 7% | 5% | 14% | -6%
Cn1cccc1/C=N/NC(=O)CSc1nc2ccccc2[nH]1 | 1.9% | -6% | 4% | -4% | -6% | 5%[15.4 µM] | -16% | 2%
COc1ccccc1NCCC#N | 7.1% | -1% | -8%[46.1 µM] | 4% | -13% | 4% | -12% | -6%
Cc1ccc(CS(=O)(=O)Cc2ccc(C(=O)NCc3ccco3)o2)cc1 | -0.3% | 7% | 5%[46.1 µM] | -3% | 8% | 5% | 6% | 5%
Cc1ccc(S(=O)(=O)NCCN=C(CN2CCCC2)NS(=O)(=O)c2ccc(C)cc2)cc1 | 0.0% | -3% | -18%[46.1 µM] | -3% | -3% | -6% | -15% | 4.5µM*
CCOC(=O)CSCC(=O)Nc1cc(C)ccc1C | -1.1% | 5% | -6%[46.1 µM] | 4% | 1% | -9% | 0% | ?
COc1cc(C2C3CN(C)CC=C3C(C#N)=C(N)C2(C#N)C#N)ccc1OC(C)C (stereo unspecified) | -0.9% | 0% | -28%[46.1 µM] | 7% | 13% | -4% | -18% | ?
CCCc1nc(SC)[nH]c(=O)c1C | -0.3% | 5% | -10%[7.67 µM] | 7% | 9% | . | -3% | .
CCOc1cccc(-n2nnnc2-c2ccc(OC)cc2)c1 | -3.2% | -14% | -1%[46.1 µM] | 8% | -22% | -7% | 1% | 25µM*
CCS(=O)(=O)N1CCCC(C(=O)NCCCN2CCCC2=O)C1 (stereo unspecified) | -0.9% | 2% | 7%[46.1 µM] | 9% | -5% | 1% | -11% | 7%
COc1cc(N)c(Cc2nccc3cc(OC)c(OC)cc23)cc1OC | 9.2% | 1% | 22% | ? | 0% | 4% | -27% | -2%
COC(=O)C1CCN(c2cc(=O)n(C3CCCCC3)c(=O)[nH]2)CC1 | -1.1% | -6% | 3%[46.1 µM] | 10% | 0% | ? | -1% | ?
Cn1c(=O)c2cc(S(=O)(=O)NC(Cc3ccccc3)C(=O)NCC3CCCO3)ccc2n(C)c1=O (stereo unspecified) | 3.0% | 3% | 11% | 1% | 4% | ? | 5% | 8%
CCOC(=O)c1c(NC(=O)CSc2nnc(-c3ccccc3C)n2C)sc(C(C)=O)c1C | 0.0% | -4% | -24%[46.1 µM] | 2% | 1% | -22% | -14% | 25µM*
O=C(Cn1c(CN2CCCCC2)nc2ccccc2c1=O)NC1CCCCC1 | -1.1% | -7% | -23%[46.1 µM] | -4% | -8% | -7%[15.4 µM] | -6% | 0%
Cc1cc(C(F)F)nn1CC(=O)NCc1ccccc1F | 1.0% | 0% | 2%[46.1 µM] | -2% | 0% | -2% | 6% | -9%
COc1ccc(C(=O)N(Cc2ccccc2)Cc2cc3cc4c(cc3[nH]c2=O)OCCO4)cc1 | -0.5% | -1% | -8%[46.1 µM] | 9% | 2% | ? | 6% | ?
O=C(O)COc1ccccc1/C=N/NC(=O)CN1CCN(S(=O)(=O)c2ccc(Br)cc2)CC1 | 2.4% | -4% | 5% | -4% | 9% | . | 5% | .
COc1ccc2c(c1)CCC/C2=N/OC(=O)c1ccccc1OC | -1.1% | . | -21% | -1% | 1% | -6% | -6% | -10%
CC(C)(C)C1=C(C#N)C(c2cccnc2)C(C#N)=C(N)O1 (stereo unspecified) | -0.5% | 4% | 5% | 2% | 10% | 0% | -8% | ?
COCCNC(=O)C(OC(=O)c1nsc(Cl)c1Cl)C(C)C (stereo unspecified) | -1.8% | 2% | -2% | -8% | -4% | -9% | -2% | -3%
O=C(Nc1ccc2c(c1)OCO2)c1nn(-c2ccccc2)c(=O)c2ccccc12 | 0.9% | -11% | ? | 2% | 4% | -29% | -27% | -1%
